Mtb BioA inh – BioA (M. tuberculosis) enzyme inhibition; inhibition, % at 9.99 µM; 360,000 compounds, 0.096% hits; purified M. tuberculosis BioA enzyme, plate reader; AID 602481; in the data active means inhibition above about 40%; inconclusive means no clear call, values can overlap the other calls
Mtb UGM inh – Mtb UDP-galactopyranose mutase inhibition. P9WIQ1. inhibition, % at 10 µM. purified UGM, fluorescence polarization probe displacement. 320,000 compounds, 0.06% hits; in the data active means inhibition above about 10%, passing the limit was not always enough; inconclusive means no clear call, values can overlap the other calls
Target sequence (P9WIQ1 whole entry, looked up): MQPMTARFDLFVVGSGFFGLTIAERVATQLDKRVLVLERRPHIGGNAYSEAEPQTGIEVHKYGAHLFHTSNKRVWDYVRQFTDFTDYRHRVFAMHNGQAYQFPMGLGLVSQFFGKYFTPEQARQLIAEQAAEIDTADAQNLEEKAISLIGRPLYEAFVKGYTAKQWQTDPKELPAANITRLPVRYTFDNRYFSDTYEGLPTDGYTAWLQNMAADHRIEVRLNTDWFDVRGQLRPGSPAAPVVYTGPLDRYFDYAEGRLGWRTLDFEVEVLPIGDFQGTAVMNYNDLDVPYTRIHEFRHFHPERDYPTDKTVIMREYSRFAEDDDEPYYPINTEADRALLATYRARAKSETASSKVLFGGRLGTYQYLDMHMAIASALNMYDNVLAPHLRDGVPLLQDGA
PrPC surface inh – cell surface PrPC inhibition, primary TR-FRET screen; inhibition, % at 13.8 µM; P04156; TR-FRET read-out; 370,000 compounds, 0.43% hits; in the data active means inhibition above about 24%; further: 0% = median of the test wells and 100% = reference compound wells
FBA Mtb inh – inhibits M. tuberculosis FBA enzyme; P9WQA3; purified M. tuberculosis FBA, fluorescence read-out; inhibition, % at 1 µM; 360,000 compounds, 2.3% hits; in the data active means inhibition above about 27%;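 further: 0% = vehicle and 100% = reference inhibitor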
Target sequence (P9WQA3 whole entry, looked up): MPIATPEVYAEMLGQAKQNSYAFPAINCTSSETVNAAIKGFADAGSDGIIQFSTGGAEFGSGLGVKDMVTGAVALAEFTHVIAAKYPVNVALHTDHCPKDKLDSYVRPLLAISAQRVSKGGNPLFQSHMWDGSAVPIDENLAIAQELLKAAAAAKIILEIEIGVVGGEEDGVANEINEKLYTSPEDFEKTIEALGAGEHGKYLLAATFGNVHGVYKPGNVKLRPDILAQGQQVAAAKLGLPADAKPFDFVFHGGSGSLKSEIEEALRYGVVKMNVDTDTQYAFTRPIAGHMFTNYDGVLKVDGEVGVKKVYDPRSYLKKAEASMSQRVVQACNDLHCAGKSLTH
BoNT A protease – BoNT A light chain protease inhibition; multiplex microsphere protease substrate cleavage, flow cytometry; inhibition, % at 10 µM; 360,000 compounds, 0.17% hits; AID 588499; in the data active means inhibition above about 30%; inconclusive means no clear call, values can overlap the other calls; further: plate controls were buffer without enzyme for full effect and enzyme alone for no effect
BoNT F protease – BoNT F light chain protease inhibition. Multiplex microsphere protease cleavage assay, flow cytometry. inhibition, % at 10 µM. 360,000 compounds, 0.22% hits; in the data active means inhibition above about 35%, passing the limit was not always enough; inconclusive means no clear call, values can overlap the other calls; further: plate controls were buffer without enzyme for full effect and enzyme alone for no effect
FadD28 binding – blocks FadD28 binding to the bisubstrate probe. fluorescence polarization. inhibition, % at 12.5 µM. 360,000 compounds, 0.22% hits; in the data active means inhibition above about 8.5%, passing the limit was not always enough; inconclusive means no clear call, values can overlap the other calls
GDH-TPI counter – counter-screen for M. tuberculosis FBA inhibitors: GDH-TPI coupled enzymes | GDH-TPI coupled enzyme counterscreen, NADH absorbance | inhibition, % at 4.8 µM | 360,000 compounds, 1.2% hits | AID 588335;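 further: 0% = DMSO wells and 100% = wells lacking the enzyme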
CCHFV vOTU inh – CCHFV vOTU protease inhibition; AID 651958; Pep-AMC fluorescence; inhibition, % at 11.5 µM; 370,000 compounds, 0.55% hits; further: 0% = vehicle wells with enzyme and 100% = no enzyme wells
* hit, by the source's call; ? = inconclusive; . = not tested or not shown. Unless noted, no stated cut-off is given here; in the data, active means inhibition above about 30%; inactive means the rest. Hits appear at their usual frequency; overall some 4.8% were active at least once.

Order of results: BoNT A protease, PrPC surface inh, FadD28 binding, BoNT F protease, CCHFV vOTU inh, GDH-TPI counter, Mtb BioA inh, Mtb UGM inh, FBA Mtb inh
- OCCNCc1cc(Br)ccc1OCc1ccccc1
→ 0.3, -8.8, -1.8, -3.1, 8.5, -0.4, 6.8, -0.4, -2.3
- O=C(Nc1cccnc1)c1ccc2c(c1)C(=O)N(CC1CCCO1)C2=O (configuration not stated)
→ 3.1, 10.5, -4.2, 0.0, -6.5, -3.1, ., 0.3, -2.2
- COc1ccc([C@H]2CC(=O)C=C(c3cccc(C(C)C)c3)C2)cc1OC
→ -0.5, 1.8, -1.5, -4.6, -0.2, 6.3, -0.1, 2.2, -0.6
- CNC(=O)C[C@H]1C(=O)N(C2CCCCC2)C[C@@H]1c1ccc(Br)cc1
→ 0.0, -4.0, -2.6, -3.4, 1.4, 5.2, ., ., 3.7
- CC(Sc1nnc2c(n1)[nH]c1ccccc12)C(=O)NC1CCCCC1 (configuration not stated)
→ 0.1, -1.9, 0.0, -0.4, -2.2, 17.1, 2.9, 0.3, -0.3
- Cc1ccc(-n2nc3c(c2NC(=O)c2ccc(Br)o2)CSC3)c(C)c1
→ -0.1, 7.0, -5.2, 2.5, 1.4, -0.9, 1.5, 0.1, -2.7
- CCOC(=O)/C(C#N)=N/Nc1ccc(S(=O)(=O)Nc2cc(OC)nc(OC)n2)cc1
→ -2.0, -1.8, -2.3, ?, 0.8, 37.9*, 0.4, 3.2, -7.6
- COc1ccccc1-c1cc(N)n(S(=O)(=O)c2ccc(F)c(C)c2)n1
→ -0.4, 18.7, 1.4, -6.2, -4.5, 3.3, -0.2, 2.9, 2.8
- Cc1cc(-c2csc(NC(=O)c3ccc(=O)[nH]c3)n2)c(C)n1Cc1ccco1
→ -2.4, 0.3, -1.2, 4.2, -11.2, 2.9, ., -3.6, -1.1
- COc1cc(SC)ccc1C(=O)N(Cc1ccccc1)c1ccccc1
→ -2.1, 3.8, -2.1, 4.8, 9.1, 8.9, 0.6, -3.9, 2.1
- CCOC(=O)c1nc(C)c(C(C)=O)s1
→ 0.5, 2.8, -0.7, -0.7, -1.7, -2.6, -2.9, 1.5, 0.4
- CCCNC(=O)c1ccccc1SCc1c(C)noc1C
→ -6.9, 4.2, 1.6, -21.0, 12.7, -10.0, 0.0, -0.7, 1.1
- CC(OC(=O)CC1CCCCC1)C(=O)Nc1cccc(C#N)c1 (configuration not stated)
→ ., -4.7, -0.5, ., 8.4, -0.3, 1.4, -0.7, 2.1
- O=S(=O)(NC1CCCCCCC1)c1cccs1
→ -1.0, -0.5, 0.7, -11.6, -5.2, 3.0, ., -0.3, 1.0
- OC(CN1CCOCC1)(c1ccccc1)c1ccccn1 (configuration not stated)
→ -1.9, -8.3, ., 9.2, -5.4, 11.0, -2.0, 2.2, 0.8
- O=C(NCc1ccco1)C1OCCc2ccccc21 (configuration not stated)
→ 1.4, -5.7, -0.1, 21.0, 6.5, -9.2, 1.9, 1.9, 3.9
- COC(=O)[C@]1(Cc2ccccc2)N[C@H](c2ccc(-c3ccc(F)cc3)cc2)[C@@H]2C(=O)N(C)C(=O)[C@@H]21
→ 0.8, -3.3, -5.2, 7.9, 2.9, 4.9, -2.0, -3.4, 14.3
- O=S(=O)(Nc1ccccc1N1CCOCC1)c1cccs1
→ 0.9, -3.3, -2.3, 1.7, 4.6, -5.4, -1.8, 0.1, -1.9
- O=C(Nc1nnc(-c2ccccc2)s1)c1ccc(F)cc1
→ -0.5, -2.2, -0.2, -4.8, -6.6, 13.2, 2.4, 0.4, 0.9
- CC(=O)N1CCC(=NNS(=O)(=O)c2ccc(C)c([N+](=O)[O-])c2)CC1
→ -1.7, -4.2, -0.5, -5.0, 1.8, 2.9, -4.0, -0.1, 3.5
- CCOc1ccccc1C(=O)NCc1ccc2c(c1)OCO2
→ -18.9, 2.4, -1.3, -274.4, 5.3, -0.4, -3.3, -1.4, -3.5
- CCOc1ccc(S(=O)(=O)N(CC(=O)NCc2cccnc2)c2ccc(C)cc2)cc1
→ -0.5, -9.5, -2.1, -10.8, 7.3, -3.0, 1.0, -0.5, 2.6
- CCc1c(C)nc2ncnn2c1Nc1ccc(C)c(C)c1
→ 0.2, 8.5, -2.2, -2.3, 2.9, 3.9, 0.0, 1.0, 1.6
- O=C(O)C(O)(c1ccc(Cl)cc1)C1(O)CCCC1 (configuration not stated)
→ -0.6, 6.1, 0.8, 2.5, 3.3, 0.4, -1.3, ., 5.3
- CCCC(=O)N1CCC1(C)C(=O)Nc1cc(C)ccc1C (configuration not stated)
→ -0.2, -5.3, -2.6, 0.7, -11.4, 1.3, 0.8, ., -0.1
- Cc1cnc(CN(C)C(=O)C2CCC(=O)N(CCc3ccc(Cl)cc3)C2)[nH]1 (configuration not stated)
→ -0.6, -3.0, -3.4, -8.7, 15.6, -3.5, 0.1, ., -4.1
- CCOc1ccccc1Nc1nc(N)nc(Cl)c1CC
→ 0.0, 7.6, -3.3, -2.4, 1.9, 4.7, 0.5, ., -2.6
- CC(=O)OC12COC1CC(O)C1(C)C(=O)C(O)C3=C(C)C(O)CC(O)(C(OC(=O)c4ccccc4)C21)C3(C)C (configuration not stated)
→ -0.2, 11.6, -2.1, -1.6, 10.4, 8.6, ., ., 4.2
- CCc1nc2c(OCC(=O)C(C)(C)C)cccn2c1N(C)C(=O)C(C)C
→ 0.0, ., -2.8, -4.5, ., 11.5, 0.3, ., 1.6
- CCOC1=C2[C@H](c3ccc(CC)cc3)N(S(=O)(=O)c3ccc(C)cc3)C[C@H]2n2c(=O)n(-c3ccccc3)c(=O)n2C1
→ -0.9, -0.6, -3.7, -2.0, 1.7, ., -1.8, ., -0.8
- CNS(=O)(=O)c1ccc(NC(=O)c2cncc(Br)c2)cc1
→ 0.7, 0.8, 0.4, -4.5, 0.9, -1.0, 4.8, 0.4, 0.6
- Cc1nn(CC(=O)Nc2ccc(C(=O)N(C)C)cc2)c(=O)c2ccccc12
→ 3.4, 6.7, -1.9, 4.6, -9.0, -9.5, -0.5, -2.6, -1.9
- COc1ccc(CN2CC(C(=O)NCCc3ccc(C)cc3)CC2=O)cc1 (configuration not stated)
→ 0.8, 7.3, -2.8, 1.6, -0.9, -9.3, -1.4, -0.2, -0.2
- O=C(OCc1ccc(C(=O)c2ccccc2)cc1)c1cccc(-c2nnc(-c3ccccc3)o2)c1
→ -2.1, -7.4, -1.2, -16.0, 1.7, 1.4, -1.9, 2.7, -1.4
- O=C(NC(=S)NCc1ccco1)c1ccc(Br)cc1
→ 0.1, 5.2, -1.5, -4.0, 4.1, 5.8, 0.2, 1.7, -1.1
- Cc1cc(C)c(NC(=O)/C(=C/c2ccccc2)c2ccccc2)c(C)c1
→ -0.8, -3.8, -1.2, -6.1, 9.6, 1.9, ., 2.2, 0.8
- CCOC(=O)N1CCc2c(sc3c2C(=O)NC(c2ccccc2)N3)C1 (configuration not stated)
→ 0.1, ., -6.4, ?, ., 12.3, -1.7, 3.2, 58.4*
- COc1cc(C(=O)Nc2ccc(S(=O)(=O)Nc3nccc(C)n3)cc2)c([N+](=O)[O-])cc1OC
→ 0.4, -4.5, 2.5, 3.1, 5.2, 22.5, -4.3, 4.4, 9.3
- O=c1c2ccccc2nc(/C=C/c2ccc3c(c2)OCO3)n1-c1cccc(O)c1
→ -0.8, -6.4, -0.2, -4.1, 18.3, 4.0, ., 0.6, -0.6
- Nc1ncnc2c1ncn2[C@@H]1O[C@H](CNC(=O)[C@H](N)Cc2cccnc2)[C@@H](O)[C@H]1O
→ 0.4, 6.4, 1.9, 4.2, -1.5, ., -0.4, ., -1.0
- CCc1ccc2ncc(S(=O)(=O)c3ccc(C)c(C)c3)c(N3CCCC3)c2c1
→ 3.4, 12.3, -0.7, -6.6, 8.0, 5.7, -2.2, -3.8, 0.1
- COc1ccc(Cl)cc1S(=O)(=O)N1CCC(C(=O)NCc2ccco2)CC1
→ -1.4, -3.2, -0.2, 5.4, 1.5, -3.1, 2.1, 0.5, 2.2
- CCCCCN(C(=O)CCC(=O)OCC(=O)c1ccc(F)c(F)c1)c1c(N)n(CCCC)c(=O)[nH]c1=O
→ -3.7, 1.2, -2.9, -1.1, -7.3, 1.4, -1.5, 6.5, 0.1
- COc1ccc(S(=O)(=O)N2CCCCC2)cc1NS(=O)(=O)c1ccccc1F
→ -0.7, 3.2, -2.5, 0.7, 2.2, 5.4, -0.7, -3.9, -1.9
- CC1(C(=O)NS(=O)(=O)c2ccc(F)cc2F)CCN1C(=O)Cc1ccccc1 (configuration not stated)
→ -0.2, 3.1, -2.0, -0.4, 1.4, 1.3, 0.8, ., -0.8
- COc1ccc(CCc2ccnc3ccccc23)cc1
→ 0.2, 6.6, -4.9, 2.4, 1.0, -6.0, ., ., -0.5
- COc1ccc(OC)c(S(=O)(=O)Nc2ccccc2O)c1
→ -0.1, -2.4, -3.6, -6.1, 1.9, -5.2, ., 4.2, -0.1
- Cn1cnc(S(=O)(=O)Nc2cc(-c3ccc(Cl)cc3)nn2C)c1
→ -8.9, 8.8, -1.9, -46.2, 9.6, -9.2, 2.8, 2.9, 0.7
- CC(C)/C=N/NC(=O)c1cc(Br)ccc1O
→ -1.0, -4.5, 3.0, -9.4, 3.2, 10.3, ., -0.1, 8.1
- CC(C)C1C(=O)N(Cc2cn(CCC3OCCO3)nn2)CCS(=O)(=O)N1Cc1ccc(-c2ccc(F)cc2)cc1 (configuration not stated)
→ -0.3, -1.8, -6.8, -3.6, 4.1, -8.1, ., ., -2.3
- O=C(CN(C1CCCCC1)S(=O)(=O)c1ccc(F)cc1)NCc1ccncc1
→ 0.7, -5.3, -3.1, -10.1, 4.1, 0.0, -1.2, 0.0, 3.3
- COC(=O)C1=C(c2ccc(S(C)(=O)=O)cc2)C[C@@H]2CC[C@H]1N2C(=O)N1CCCC1
→ 0.1, -4.7, 0.1, 5.2, -0.2, 12.3, 2.2, 1.0, 8.1
- COc1ccc(-n2c(-c3ccco3)nc3ccccc3c2=O)cc1
→ 0.2, -16.6, -3.6, 3.7, 8.9, 7.6, ., -0.9, -0.7
- CCN(CC)C(=O)c1ccc2nc([C@@H]3O[C@H](CO)[C@H](O)[C@H](O)[C@H]3O)[nH]c2c1
→ -0.2, 4.1, -1.5, 4.1, 0.1, -1.8, -0.7, ., -2.3
- Cc1ccc(NC2=C(Cl)C(=O)N(C3CCCCC3)C2=O)cc1
→ 4.1, -0.8, -1.6, -2.0, -15.7, 0.7, ., -1.0, -0.8

Part of the list above in order of molecular weight, high to low:
Order of results: BoNT A protease, PrPC surface inh, FadD28 binding, BoNT F protease, CCHFV vOTU inh, GDH-TPI counter, Mtb BioA inh, Mtb UGM inh, FBA Mtb inh
- COC(=O)C1=C(c2ccc(S(C)(=O)=O)cc2)C[C@@H]2CC[C@H]1N2C(=O)N1CCCC1
→ 0.1, -4.7, 0.1, 5.2, -0.2, 12.3, 2.2, 1.0, 8.1
- CCN(CC)C(=O)c1ccc2nc([C@@H]3O[C@H](CO)[C@H](O)[C@H](O)[C@H]3O)[nH]c2c1
→ -0.2, 4.1, -1.5, 4.1, 0.1, -1.8, -0.7, ., -2.3
- Cc1ccc(NC2=C(Cl)C(=O)N(C3CCCCC3)C2=O)cc1
→ 4.1, -0.8, -1.6, -2.0, -15.7, 0.7, ., -1.0, -0.8
- COc1ccc(-n2c(-c3ccco3)nc3ccccc3c2=O)cc1
→ 0.2, -16.6, -3.6, 3.7, 8.9, 7.6, ., -0.9, -0.7
